Chronic BCR inh: chronic active BCR signaling inhibition. hit rate 0.05% among 340,000. ABC-DLBCL IkBa-CBG/CBR reporter, luminescence ratio, 4 h. AID 493014. Potency, µM (series often up to 46.1 µM), inactives show top-dose ratio change, negative = lower green/red ratio, actives largely listed as inhibitors; active = well fitted inhibition curve with a large enough effect in the signal ratio, with a control signal flat, not every such curve was filed as active; inconclusive = small, poorly fitted or top-dose-only effect, or effect the other way, or a change in a side signal; the % refers to the signal ratio;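 note: potency is the fitted concentration of half-maximal effect; plate controls were basal doxycycline-induced cells for no effect and cells given 10 µM MG132 for full effect; MG132 reads +100%, hits lower the ratio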
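Compounds up to 46 uM were incubated four hours with TMD8 cells whose green CBG68 luciferase is fused to IkappaBalpha; red CBR luminescence normalised the signal, and concentration-effect curves were fitted to fusion, red and ratio data.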
PTAP TSG101 blk: blocks PTAP/TSG101 interaction to inhibit HIV-1 budding | AID 493005 | Fluorescence polarization, FITC-PTAP peptide / Tsg101 binding | 340,000 tested, under 10 active | Potency, µM (highest dose often 115 µM), without a hit: at the highest dose activity change, negative = inhibition, most hits filed as inhibitors; active = well fitted inhibition curve with a large enough effect in the main read-out, with a control signal flat, not every such curve was filed as active; inconclusive = small, poorly fitted or top-dose-only effect, or effect the other way, or a change in a side signal; inactive = no such curve, though single readings can be large or run the other way; note: potency is the fitted concentration of half-maximal effect; % of control where 0% means no effect
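FP read-out: FITC-PTAP peptide, 50 nM final, binding Tsg101 binding domain, 10 uM final; 20 min, r.t.; 10 mM HEPES pH 7.5, 0.15 M NaCl, 0.01% Tween 20, 3 mM EDTA, 0.1 mM TCEP.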
ELG1 repair inh: blocks ELG1-dependent DNA repair in HEK293T cells | HEK293T ELG1-luciferase reporter, luminescence, 16 h; DNA damage induced by 5-fluorouridine | Potency, µM (highest dose often 46.1 µM), for the others: at the top dose activity change, negative = inhibition, most hits filed as inhibitors | hit rate 2.3% among 330,000 | AID 504467; note: potency is the fitted concentration of half-maximal effect; % is set by controls: 0 for no effect and ±100 for the full control effect; nearly all actives have a fitted effect of over 55% in size
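In this reporter screen, reduction of luminescence relative to DMSO vehicle indicated activity. Compounds and 5-fluorouridine were added together to 2,000 cells per well, incubated for 16 hr at 37 °C, then developed with ONE-Glo.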
TSHR antag: antagonists of human thyroid stimulating hormone receptor | P16473 | TSHR-expressing cells, TSH-stimulated cAMP HTRF, 2 h; hits give low values | activity change, negative = inhibition, % at 11.5 µM | hit rate 0.2% among 330,000 | AID 504810;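 active = activity change below a set negative limit, meaning inhibition stronger than a set level, cut at about -70% in these data; inconclusive = activity change between two set negative limits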; note: % is set by controls: 0 for no effect and ±100 for the full control effect
Target sequence (P16473 whole entry, looked up): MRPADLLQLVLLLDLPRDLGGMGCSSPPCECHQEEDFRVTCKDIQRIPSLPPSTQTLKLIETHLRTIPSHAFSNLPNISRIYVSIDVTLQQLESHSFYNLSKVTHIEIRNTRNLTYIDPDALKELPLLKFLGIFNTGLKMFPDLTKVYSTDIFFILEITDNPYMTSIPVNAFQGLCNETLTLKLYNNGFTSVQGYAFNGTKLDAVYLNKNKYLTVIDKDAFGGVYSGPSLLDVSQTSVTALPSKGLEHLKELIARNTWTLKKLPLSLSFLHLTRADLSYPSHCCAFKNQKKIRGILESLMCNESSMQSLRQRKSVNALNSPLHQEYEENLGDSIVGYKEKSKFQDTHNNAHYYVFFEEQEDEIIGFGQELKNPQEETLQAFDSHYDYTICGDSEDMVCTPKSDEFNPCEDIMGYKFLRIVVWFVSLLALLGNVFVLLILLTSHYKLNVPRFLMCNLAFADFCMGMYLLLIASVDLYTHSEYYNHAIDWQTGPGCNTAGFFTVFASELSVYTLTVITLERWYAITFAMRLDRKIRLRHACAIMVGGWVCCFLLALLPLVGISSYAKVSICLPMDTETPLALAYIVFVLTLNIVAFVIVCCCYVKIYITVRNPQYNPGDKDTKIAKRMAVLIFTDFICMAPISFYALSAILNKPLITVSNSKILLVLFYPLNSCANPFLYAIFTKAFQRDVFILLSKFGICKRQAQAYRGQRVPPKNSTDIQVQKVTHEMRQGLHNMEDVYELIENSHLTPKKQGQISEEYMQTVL
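Read-out is FRET at 665 nm (cryptate excitation 337 nm) from a cryptate-tagged anti-cAMP antibody, competed by cell cAMP against cAMP-d2. Compounds are tested on freshly harvested TSHR cells challenged with 4nM TSH (EC80) for 2 hours at 37 deg C.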
ASM inhibitor: human S-ASM enzyme inhibition. P17405. placental ASM, HMU-PC fluorogenic substrate, 60 min. Potency, µM (top dose mostly 57.5 µM), inactives show at the highest dose activity change, negative = inhibition, most hits filed as inhibitors. hit rate 0.006% among 340,000. AID 504937; note: potency is the fitted concentration of half-maximal effect
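Steps: dispense placental human ASM, pin compound, wait 10 min at room temperature, add HMU-PC0 substrate at 9 uM final, incubate 60 min at 37 °C, add stop solution raising pH to 10, read fluorescence.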
Eya2 phos inh: inhibitors of human Eya2 phosphatase activity; O00167; recombinant Eya2, OMFP fluorescence dephosphorylation (OMFP is methylfluorescein phosphate); Potency, µM (top dose mostly 76.9 µM), for inactives: top-dose activity, negative = inhibition, hits mostly inhibitors; hit rate 0.006% among 330,000; AID 488837; note: potency is the fitted concentration of half-maximal effect; % is set by controls: 0 for no effect and ±100 for the full control effect
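Eya2 (0.2 uM) preincubated 10 min at ambient with compound, then OMFP substrate added at 50 uM; 10 min reaction in 50 mM HEPES pH 7.5, 50 mM NaCl, 5 uM MgCl2, 0.05% BSA, 1 mM DTT. Fluorescence read at Ex 485/Em 525 nm.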
Mito fusion yeast: blocks mitochondrial division or promotes mitochondrial fusion; S. cerevisiae fusion-defective mutant growth rescue, CellTiterGlo 48 h; Potency, µM (doses to about 46.1 µM), without a hit: top-dose growth rescue (activation), hits mostly activators; hit rate 0.23% among 320,000;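 note: potency is the fitted concentration of half-maximal effect; % of control where 0% means no effect; nearly all actives have a fitted effect of over 45% in size; temperature-sensitive fusion mutants such as fzo1-1 at 37 °C on non-fermentable ethanol glycerol medium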
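Yeast fusion mutant, YPEG (non-fermentable carbon), compound, 48 h at 37C non-permissive; CellTiterGlo added, 10 min RT, luminescence read. Rescued growth = division inhibition.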
A-T KAP1 phos: potential ataxia-telangiectasia treatment; Potency, µM (titrated, usually from 57.5 µM), for inactives: top-dose activation, usual class: activators; AID 485349; hit rate 0.19% among 320,000; […] A-T fibroblasts, KAP-1 phosphorylation AlphaLISA; neocarzinostatin DNA damage 30 min before lysis; note: potency is the fitted concentration of half-maximal effect; % of control where 0% means no effect; nearly all actives have a fitted effect of over 45% in size
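ATM-like activity read as KAP-1 phosphorylation via AlphaLISA donor/acceptor antibody pairs after lysis and 6 hr at 25C. Cells were ATM-null patient fibroblasts ([…], hTERT), dosed 60 min, then exposed to the DSB inducer NCS for 30 min.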
Integrin act MD: activators of alpha7 integrin expression for muscular dystrophy; alpha7betagal myoblasts, beta-gal FDG fluorescence, 48 h; Potency, µM (top dose mostly 38.3 µM), for the others: at the top dose activation, hits mostly activators; AID 624291; hit rate 0.064% among 350,000;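 note: potency is the fitted concentration of half-maximal effect; 100% = response of the positive control SU9516; nearly all actives have a fitted effect of over 60% in size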
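alpha7betagal+/- myoblasts (passage 13, 250/well) treated 48 h at 37C with compounds at 1:260 dilution of DMSO stock. Lysed, then beta-galactosidase activity read as FDG fluorescence (ex 480/em 540) after 30 min, with pre-read for autofluorescence.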
Tb PFK block: T. brucei PFK enzyme inhibition; O15648; AID 485367; T. brucei PFK, ADP-Glo luminescence; Potency, µM (top dose mostly 57.5 µM), inactives show at the highest dose activity, negative = inhibition, hits mostly inhibitors; hit rate 0.17% among 330,000;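 note: potency is the fitted concentration of half-maximal effect; 0% = uninhibited 1x PFK enzyme wells and -100% = no-enzyme wells; nearly all actives have a fitted effect of over 60% in size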
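Activity is normalized to no-enzyme wells (full inhibition) and 1.25 nM enzyme wells (no inhibition). Reaction: 0.5 mM F6P, 0.1 mM ATP, 45 min RT, ADP-Glo luminescence; concentration-response curves fitted and classed by quality.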
TCR activator: T cell receptor activation | primary human leukocytes, anti-CD3, IL-2 HTRF, 48 h | Potency, µM (top dose mostly 9.22 µM), inactives show top-dose activation of IL-2 secretion, hits mostly activators | 330,000 tested, under 10 active; note: % of control where 0% means no effect
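TCR engagement came from a-CD3 beads alone, with compounds added to primary human leukocytes for 48 hr. Secreted IL-2 bridged europium cryptate- and d2-labelled anti-IL-2 antibodies, giving FRET emission at 665nm after 320nm excitation.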
* hit, by the source's call; ? = inconclusive; · = not tested or not shown; & = joins results of further samples; [ ] = remark or other dose. Unless noted, calls come from the whole dose curve; as a rule, active = well fitted curve in the direction sought with a large enough effect; inconclusive = small, poorly fitted or top-dose-only effect, or another doubt; inactive = no such curve, though single readings can be large; an effect the other way counts as inactive or inconclusive. Outcome played no part in choosing rows; any-hit rate near 3.2%.

item | mol | Chronic BCR inh | PTAP TSG101 blk | ELG1 repair inh | TSHR antag | ASM inhibitor | Eya2 phos inh | Mito fusion yeast | A-T KAP1 phos | Integrin act MD | Tb PFK block | TCR activator
1 | Cc1cc(C)nc(N2CCCC(C(=O)NC(C)CCc3ccco3)C2)n1 (centres undefined) | 2.6% | -8.8% | -13.0% | -1.4 | 0.0% | -0.2% | 3.8% | -1.6% | -25.8%[7.66 µM] | -2.8% | 4.3%
2 | CCOC(=O)C(=NC(C)CC)NNc1ccc(Br)cc1 (centres undefined) | -0.2% | -1.8% | 1.8% | 20.3 | 59.2%[activator] | -11.1% | 21.6% | 8.4% | -16.0% | -8.1% | 7.4%[46.1 µM]
3 | COc1ccccc1NC(=O)Cn1nc(-c2ccc(Cl)cc2)c2ccccc2c1=O | ? | -2.9% | -3.6% | -8.2 | -13.7% | -2.2% | 14.1% | -4.2% | -19.6% | 1.9% | -1.2%
4 | Cc1nnc(NCCN2CCOCC2)[nH]c1=O | -1.2% | -6.0% | 10.4% | 0.8 | 1.6% | -1.0% | 0.8% | -3.0% | 7.9% | -2.5% | 3.2%
5 | CCN(CC)CCn1c(SCC(=O)Nc2ccc3c(c2)CCC3)nc2ccccc2c1=O | -1.0% | -1.1% | ? | -0.6 | -3.6% | 20.0% | -7.5% | 5.8% | -8.3% | -3.0% | -0.4%
6 | CCOc1ccccc1CN1CCN(C2CCOCC2)CC1CCO (centres undefined) | 3.9% | 3.1% | 1.7% | 4.1 | -0.5% | -1.9% | -4.6% | -1.0% | ? | 4.6% | 2.3%
7 | Cc1cccc(NC(=O)c2ccc(F)c(S(=O)(=O)N3CCC4(CC3)OCCO4)c2)c1 | 2.0%&-2.7% | -0.3% | ? | 22.2 | -1.4% | -6.6% | 2.6% | 3.5% | -1.2% | 13.7% | 0.0%
8 | Cc1nc(Nc2ccc(S(=O)(=O)N3CCCC3)cc2)c2nnn(Cc3ccccc3)c2n1 | ? | -4.3% | ? | -14.8 | -0.2% | -11.2% | 3.1% | -4.1% | 17.9% | -2.6% | 0.7%[46.1 µM]
9 | Nc1nc2n(n1)C(=O)CC(c1ccccc1[N+](=O)[O-])N2 (centres undefined) | 1.6% | 0.4% | 7.7% | 3.4 | 9.8% | ? | 4.9% | 2.8% | 6.6% | 0.1% | -0.7%
10 | O=C(CSc1ccc2nnc(-c3cccnc3)n2n1)NCC1CCCO1 (centres undefined) | -3.0% | -2.3% | 8.8% | 7.5 | 3.2% | 0.5% | -0.9% | -2.4% | -13.2% | 0.3% | 0.5%[46.1 µM]
11 | C(=N\N1CCOCC1)/c1nc(-c2ccccc2)n2ccccc12 | -27.8% | 0.6% | -1.7% | -3.1 | 9.7% | -9.9% | -4.0% | -9.0% | 14.6% | -0.3% | 4.3%
12 | Cn1c(=O)c2c(nc(CN3CCc4ccccc4C3)n2CCCO)n(C)c1=O | 5.1% | -2.3% | -3.1% | -5.9 | 2.2% | 7.8% | 0.9% | 2.9% | -3.0% | 1.0% | -0.3%
13 | CN(C)c1ccc(C(C#N)c2ccc(Cl)cc2)nn1 (centres undefined) | 0.0% | 0.4% | -5.5% | -10.0 | 2.3% | 19.4% | 5.0% | 4.4% | -19.6% | -1.7% | ·
14 | COC(=O)c1scc(C)c1S(=O)(=O)Nc1ccc(C)cc1 | -12.1% | -2.6% | 10.1% | -0.1 | -2.2% | -3.6% | -5.6% | 1.7% | 9.5% | 1.1% | -0.7%
15 | Cc1cccc(C(=O)O)c1NC(=O)Cc1cccc2ccccc12 | 0.1% | 0.5% | -1.7% | -14.6 | 3.2% | -0.3% | 4.7% | 8.0% | -24.1% | -0.6% | 5.5%
16 | Cc1ccc2c(c1)N(S(=O)(=O)c1ccc3c(c1)NC(=O)CC(=O)N3)CCO2 | 7.7%&-19.5% | 0.4% | 1.0% | -8.9 | -2.7% | 2.2% | -2.2% | -7.4% | -25.5% | -5.1% | 7.7%
17 | O=C(CCCNC(=O)c1ccc(Cl)cc1)Nc1ccc(S(=O)(=O)Nc2ncccn2)cc1 | 1.3% | -6.0% | 4.5% | 0.1 | 0.5% | -6.4% | 6.1% | -2.3% | 6.8% | -4.2% | -2.0%
18 | O=C1CSc2ccc(C(=O)NCCc3ccc(Cl)cc3Cl)cc2N1 | ? | 0.7% | 25.9µM* | -22.7 | -1.3% | 3.2% | · | -4.0% | -31.2% | 2.8% | ·
19 | CCC1CCCCN1S(=O)(=O)c1ccc2c(c1)CCN2C(C)=O (centres undefined) | -13.0% | -2.5% | 4.0% | -3.1 | -0.9% | 5.1% | -1.7% | 14.1% | 4.1% | -7.6% | -0.5%
20 | COC(=O)NC(=C(Cl)Cl)S(=O)(=O)c1ccccc1 | · | -2.8% | · | · | 5.3% | · | -2.8% | · | -56.9%[inhibitor] | · | -1.4%
21 | NC(=O)N/N=C/c1ccccc1OC(=O)c1ccccc1Br | -1.1% | 2.6% | -0.5% | -7.5 | -4.6% | 2.4% | 3.3% | 3.3% | ? | 22.1% | -9.6%
22 | COc1ccc(CNC(=O)CN(C(=O)CCC(=O)Nc2nccs2)c2ccccc2C)cc1 | ? | -2.2% | 7.0% | -5.1 | 21.3% | -12.1% | -1.0% | 5.5% | 0.0% | -0.7% | -2.5%
23 | Cc1ccc2nc3c(cc(C(=O)NCCc4ccccc4)c(=N)n3CCCN3CCOCC3)c(=O)n2c1 | 0.8% | -4.4% | -1.5% | 18.2 | · | -1.0% | 5.2% | -1.9% | -1.8% | -0.1% | -0.9%
24 | Cc1ccc(C2C(C#N)=C(N)SC(N)=C2C#N)o1 | 7.4% | · | -3.1% | -11.6 | · | 11.8% | 8.1% | 4.3% | · | -7.6% | ·
25 | COc1ccc(CNC(=O)c2coc(=O)c3ccccc23)cc1 | ? | -1.7% | 16.1% | 2.9 | 1.8% | 19.9% | -8.9% | -3.9% | 0.0% | 1.8% | -2.2%
26 | O=C(Nc1ccc2c(c1)CN(Cc1ccccc1O)CC2)C1CCCO1 (centres undefined) | 3.1% | -0.3% | ? | 13.6 | 0.4% | ? | 2.3% | -2.5% | -19.3% | -4.4% | 2.0%
27 | CCc1noc(C)c1C(=O)N1CCCSC1=Nc1ccccc1 | 2.2% | -0.9% | 4.6% | -7.4 | -5.5% | -1.0% | 5.6% | 6.4% | 5.9% | -3.6% | -1.6%
28 | COc1cc(OC)cc(C(=O)Nc2cc(C)on2)c1 | ? | 0.2% | 75.1% | -4.1 | -1.1% | 1.1% | -3.2% | 0.0% | 5.0% | 0.6% | 1.7%
29 | CN(/N=C/c1ccccc1O)C(=S)c1ccccc1 | 0.3% | -4.1% | ? | 14.3 | -4.2% | -11.7% | -9.3% | -4.4% | -13.1% | -1.4% | 5.2%
30 | O=C(CCCC(=O)N(CC(=O)NC1CCCC1)C1CCCC1)Nc1ccccn1 | 4.1% | 0.3% | 4.9% | 1.5 | 0.4% | -5.6% | -1.1% | 22.8% | -7.3% | -0.2% | -1.3%
31 | C/C(=N\NC(=S)NCc1ccccc1)c1cccs1 | ? | -0.6% | 18.7% | 15.4 | -0.8% | -2.1% | 18.0% | 20.7% | -11.4% | -0.5% | 7.9%
32 | CC1Cc2nc(SCC(=O)N3CCN(c4ccccc4)CC3)n(C)c(=O)c2S1 (centres undefined) | 0.2% | 0.7% | -22.6% | -2.9 | -1.3% | 16.3% | 5.5% | 9.8% | 5.9% | -15.5% | 5.5%
33 | Cc1cccc(Nc2ccc(C(=O)O)cc2[N+](=O)[O-])c1C | 11.0% | -3.1% | 0.7% | -21.6 | 1.7% | -9.0% | 23.7% | -5.6% | 0.0% | -1.4% | -3.4%
34 | Cc1cccc(Cn2ccc(NC(=O)c3ccc4c(c3)OCO4)n2)c1 | 2.5% | -11.2% | -10.6% | -9.2 | -0.5% | -6.4% | 5.1% | 4.2% | 17.0% | -12.7% | -2.5%

From PubChem BioAssay
